Bioassay records as filed in PubChem.
pAkt inh: inhibitors of Akt phosphorylation. Neuro2A IGF-stimulated pAkt S473 HTRF, 20 min; stronger effect = lower value. activity change, % for hits at 50 µM. hit rate 0.32% among 360,000; in the data active = activity change below about -80%; inconclusive = mostly about -51% to -80%; note: % is set by controls: 0 for no effect and ±100 for the full control effect
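Single-point screen (50 µM final compound) in Neuro2A cells stimulated 20 min with 6 nM IGF at 37 deg C. After lysis, Ser473-phosphorylated Akt read by HTRF (ex 330 nm, em 615/665 nm) as the 665/615 ratio.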
GLP1R ag: GLP-1 receptor (human) agonism | P43220 | HEK293 GLP-1R CRE-luciferase, luminescence, 4-6 h; cells express a hypersensitive GLP-1R form | Potency, µM (doses to about 45.6 µM), for the others: top-dose activation, actives largely listed as activators | hit rate 0.007% among 380,000; note: potency is the fitted concentration of half-maximal effect; % of control where 0% means no effect
Target sequence (P43220 whole entry, looked up): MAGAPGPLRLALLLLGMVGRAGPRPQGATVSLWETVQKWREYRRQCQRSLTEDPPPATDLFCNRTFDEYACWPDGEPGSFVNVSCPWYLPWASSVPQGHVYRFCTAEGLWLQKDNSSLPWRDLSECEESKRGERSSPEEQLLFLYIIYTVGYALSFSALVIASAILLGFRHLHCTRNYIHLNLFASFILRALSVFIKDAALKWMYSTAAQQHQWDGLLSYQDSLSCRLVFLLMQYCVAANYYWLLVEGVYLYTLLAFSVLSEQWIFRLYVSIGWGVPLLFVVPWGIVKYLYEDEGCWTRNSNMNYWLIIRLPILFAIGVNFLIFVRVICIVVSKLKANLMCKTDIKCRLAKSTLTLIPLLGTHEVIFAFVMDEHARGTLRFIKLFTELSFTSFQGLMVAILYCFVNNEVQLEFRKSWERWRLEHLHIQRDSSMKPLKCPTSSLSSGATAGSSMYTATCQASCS
GLP-1R inv ag: inverse agonists of human GLP-1 receptor | P43220 | HEK293 GLP-1R CRE-luciferase, luminescence, 24 h; GLP-1R form is constitutively active | Potency, µM (titrated, usually from 38.3 µM), without a hit: top-dose activity change, negative = inhibition, most hits filed as inhibitors | hit rate 1.6% among 410,000 | AID 624417; note: potency is the fitted concentration of half-maximal effect; % is set by controls: 0 for no effect and ±100 for the full control effect; nearly all actives have a fitted effect of over 55% in size
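Seeding at 200 cells/uL, 12 h culture, 24 hr compound treatment, then luciferase reagent and a luminescence read; cells are HEK293 stably expressing a constitutively active GLP-1R plus cAMP-responsive luciferase.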
aSyn yeast inh: alpha-synuclein toxicity inhibition in yeast. Yeast expressing alpha-synuclein, growth rescue, BacTiter-Glo, 24 h. Potency, µM (top dose mostly 46.1 µM), for the others: at the highest dose growth rescue (activation), actives largely listed as activators. hit rate 0.14% among 370,000; note: potency is the fitted concentration of half-maximal effect; % of control where 0% means no effect; nearly all actives have a fitted effect of over 65% in size
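Galactose-induced alpha-syn yeast (OD600=0.02, raffinose-pregrown) + pinned cpd, 24 hr, 30 deg C; growth by BacTiter-Glo luminescence. Growth restoration scores as activation.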
FUS suppressor: rescues growth of FUS-expressing yeast; S. cerevisiae FUS-expressing, growth rescue, OD600, 24 h; Potency, µM (top dose mostly 76.6 µM), for the others: at the top dose growth rescue (activation), actives largely listed as activators; hit rate 0.24% among 390,000; AID 1347120;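 note: potency is the fitted concentration of half-maximal effect; plate controls were DMSO vehicle for no effect and reference control for full effect; nearly all actives have a fitted effect of over 55% in size; some results filed as inactive show a strong effect at the top dose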
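Yeast expressing FUS under galactose induction, OD 0.005 in 2% galactose medium; compounds in a dilution series, 24 h at 30C. Growth rescue by absorbance at 600 nm; CP55940 positive control, DMSO negative.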
PTHR1 ag: activates the human parathyroid hormone receptor PTHR1; HEK293 GP2 PTHR1 cells, GloSensor cAMP luminescence, 1 h; Q03431; hit rate 0.075% among 410,000; Potency, µM (titrated, usually from 115 µM), for inactives: at the highest dose activation, actives largely listed as activators; AID 743266; note: potency is the fitted concentration of half-maximal effect; nearly all actives have a fitted effect of over 55% in size; some results filed as inactive show a strong effect at the top dose; inactives centre near -15; many of its hits are not listed in these tables
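HEK-293-derived GP2 cells expressing PTHR1 and a GloSensor cAMP reporter, 3,000/well, plated overnight, given luciferin plus IBMX (each 0.5 mM as added) for 1 h at 37 °C, then compound for 1 h at 37 °C. Luminescence was read after 15 min at room temperature.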
DRD3 antagonist: blocks the human D3 dopamine receptor | P35462 | D3R cells, DiscoveRx beta-arrestin luminescence, antagonist mode; stronger effect = lower value | max response, negative = inhibition, % | hit rate 2.5% among 360,000; in the data active = max response below about -50%; inconclusive = no clear call, values can overlap the other calls; note: % is set by controls: 0 for no effect and ±100 for the full control effect; mostly tested at two doses, the higher about 12 µM
Target sequence (P35462 whole entry, looked up): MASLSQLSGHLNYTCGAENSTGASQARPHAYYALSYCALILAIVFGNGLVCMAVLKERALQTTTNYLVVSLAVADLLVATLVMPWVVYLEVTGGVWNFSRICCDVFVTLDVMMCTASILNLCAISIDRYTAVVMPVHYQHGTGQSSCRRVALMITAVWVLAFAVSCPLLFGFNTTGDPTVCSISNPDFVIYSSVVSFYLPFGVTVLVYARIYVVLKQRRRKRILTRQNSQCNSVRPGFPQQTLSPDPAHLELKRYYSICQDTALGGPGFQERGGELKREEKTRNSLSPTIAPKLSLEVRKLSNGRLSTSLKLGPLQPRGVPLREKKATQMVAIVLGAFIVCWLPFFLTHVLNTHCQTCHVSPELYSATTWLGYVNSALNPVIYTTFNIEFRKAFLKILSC
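Cells plated overnight at 1500 cells/well, then exposed to library compounds with dopamine controls for 90 minutes at 37 degrees C. DiscoveRx reagent added for 30–60 minutes at room temperature; luminescence read, quantitative HTS format.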
Abeta rescue: A-beta toxicity reversal in yeast. yeast expressing A-beta42, growth rescue, OD600, 48 h; response scale: 0% DMSO, 100% iron-clioquinol control. Potency, µM (highest dose often 46.1 µM), for the others: at the top dose growth rescue, usual class: activators. hit rate 0.063% among 410,000; note: potency is the fitted concentration of half-maximal effect; nearly all actives have a fitted effect of over 55% in size
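Yeast growth medium received pinned compounds, then yeast cells expressing toxic A-beta were added; plates incubated at 30 C for 48 hr. Growth read as absorbance at 600 nm, normalized to DMSO and equimolar FeCl3 plus clioquinol controls.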
TDP-43 yeast inh: rescues yeast growth from TDP-43 toxicity; TDP-43 expressing yeast growth rescue, BacTiter-Glo, 24 h; Potency, µM (doses to about 46.1 µM), for inactives: at the top dose growth rescue (activation), most hits filed as activators; hit rate 1.8% among 410,000; note: potency is the fitted concentration of half-maximal effect; % of control where 0% means no effect; nearly all actives have a fitted effect of over 50% in size
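Yeast expressing TDP-43 (pregrown in raffinose, seeded at OD600=0.02 in galactose medium) exposed to compounds 24 hr at 30 deg C. Growth read by BacTiter-Glo luminescence; rescue of toxicity appears as increased signal.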
Active calls of the source: *; i = inactive; ? = inconclusive; . = not tested or not shown; [ ] = dose if it differs, or a comment. Unless noted, calls come from the whole dose curve; as a rule, active = well fitted curve in the direction sought with a large enough effect; inconclusive = small, poorly fitted or top-dose-only effect, or another doubt; inactive = no such curve, though single readings can be large; an effect the other way counts as inactive or inconclusive. The list is partial; count on the stated rates, not on these rows.

SMILES | pAkt inh | GLP1R ag | GLP-1R inv ag | aSyn yeast inh | FUS suppressor | PTHR1 ag | DRD3 antagonist | Abeta rescue | TDP-43 yeast inh
O=C(Cn1c(NCCCO)nc2ccccc21)c1ccc(F)cc1 | i | -5% | 13% | -5% | 8% | 28% | 15 | 3% | -3%
Cc1ccc(CN(Cc2ccco2)C(=O)COc2ccc(Cl)cc2Cl)cc1 | . | . | ? | . | 17% | -66%[inhibitor] | . | -13% | 0%
Cc1ccc(CNC(=O)CN2C(=O)CSc3ccc(S(=O)(=O)N(C)C)cc32)cc1 | . | . | -16% | . | 27% | 19% | . | -11% | -7%
COc1ccc(-c2cc(C(F)(F)F)nc(SCCC(=O)N3CCCC3)n2)cc1 | i | -1% | 53%[activator] | 1% | 7% | i | -2 | 7% | 3%
Cn1c(Cn2c(=O)sc3ccccc32)nnc1SCC(=O)NC1CCCCC1 | i | 3% | -9% | 0% | -19% | -21% | 4 | 6% | 15%
COc1cccc(-n2c(N)cc(=O)nc2SCC(=O)Nc2cc(C)on2)c1 | i | -8% | 3% | 8% | . | i | 4 | 4% | 22%
COc1cc(OC)c(NC(=O)Nc2cccc(OCc3cc(=O)n4ccccc4n3)c2)cc1Cl | . | . | -7% | . | -5% | -35%[inhibitor] | . | 0% | 24%
O=C(NNc1c([N+](=O)[O-])cc(C(F)(F)F)cc1[N+](=O)[O-])c1ccco1 | i | 0% | ? | -19% | 2% | -39%[inhibitor] | -22 | -41%[inhibitor] | -30%
Cc1ccnc(NC(=O)CCC(=O)N(CC(=O)NCc2ccccc2)c2ccc3c(c2)OCO3)c1 | i | 8% | -5% | 3% | 6% | i | ? | 1% | 13%
COc1ccc(N2CCN(C(=O)C3CCN(S(=O)(=O)Cc4ccccc4)CC3)CC2)cc1 | . | . | 8% | . | 14% | -14% | . | -5% | 4%
O=C(NCCNC(=O)c1cc(Cl)ccc1Cl)c1ccccn1 | i | 11% | 13% | 1% | -3% | i | 1 | 2% | -3%
COC(=O)CCCCC1SCC2NC(=O)NC21 (stereo unspecified) | i | 8% | 8% | 0% | 7% | -3% | 1 | -3% | 7%
COc1cc(CNCCSc2nnnn2C)ccc1OCc1ccc(C)cc1 | . | . | 10% | . | -7% | i | . | -13% | 7%
COc1ccccc1-n1cc(-c2ccc(C)cc2)nc1S(=O)(=O)CC(=O)Nc1ccccc1C(F)(F)F | . | . | ? | . | ? | 7% | . | 10% | -7%
COC(=O)c1ccc(C2Nc3ccc(/C(C)=N/NC(=O)C(OC)c4ccccc4)cc3C3C=CCC32)cc1 (stereo unspecified) | i | 3% | 6% | 1% | 4.5µM* | i | ? | 2% | -1%
CN=C1S/C(=C\c2c(OC)cc(OC)cc2OC)C(=O)N1C | i | 11% | 78%[activator] | 4% | -3% | i | 16 | -6% | -7%
CC1CCC2(CC1)NC(=O)N(NC(=O)CSc1nnc(NC3CC3)s1)C2=O (stereo unspecified) | i | 0% | -13% | -1% | -7% | i | 7 | 11% | 10%
O=C(COC(=O)c1cccc(C(=O)OCC(=O)NC2CCCCC2)n1)NC1CCCCC1 | i | 3% | 1% | 0% | 28% | 2% | -5 | -11% | -2%
CCN(CC)C(=O)C1CCN(S(=O)(=O)c2c(C)noc2/C=C/c2cccc(C)c2)CC1 | i | 9% | 10µM* | 1% | 20µM* | i | -14 | -18% | 0%
CCCCn1c(N)c(N(CCOC)C(=O)C2CCN(S(=O)(=O)c3ccccc3)CC2)c(=O)[nH]c1=O | i | -7% | 16% | -3% | 8% | -8% | -13 | -5% | 1%
Oc1ccc(Br)cc1-c1cc(-c2ccccc2)n[nH]1 | i | -6% | ? | 0% | 10% | i | -18 | ? | 25%
Cc1nc2ccc(NC(=O)CCS(=O)(=O)c3ccccc3)cc2s1 | i | 9% | 5% | 2% | -3% | -16% | -10 | -11% | 12%
CN1CCCN(C(=O)c2c(F)cccc2Cl)CC1 | i | 2% | -14% | -1% | -17% | -6% | -5 | -4% | 6%
Cc1ccc(S(=O)(=O)N2CC(O)CC2C(=O)OCc2nc3sc(C)c(C)c3c(=O)[nH]2)cc1 (stereo unspecified) | i | 0% | 33% | 1% | -10% | i | 8 | 16% | -2%
Cc1cc(C(=O)CSc2nc(N)cc(=O)[nH]2)c(C)n1CCc1ccc(F)cc1 | i | 5% | 0% | 0% | 32% | -24%[57.5 µM] | 9 | 10% | 8%
O=S1(=O)NC2CCCCCN2c2ccc(F)cc21 (stereo unspecified) | i | 7% | -18% | 8% | 6% | -6%[57.5 µM] | 17 | 29% | 14%
O=C(CN(C(=O)CCC(=O)Nc1nccs1)c1ccc(F)cc1)NCc1ccc(F)cc1 | i | 0% | -2% | 0% | 38% | -4% | -13 | -16% | ?
COc1ccc(CCC(=O)Nc2c(C)n(C)n(-c3ccccc3)c2=O)cc1 | i | 0% | 7% | -6% | -25% | -20% | -18 | 0% | 2%
CCN(CC)C(=O)c1cccc(-c2csc(C(O)c3ccco3)n2)c1 (stereo unspecified) | i | -5% | 36%[activator] | 5% | 15% | -59%[inhibitor] | 2 | 7% | 23%
CN(C(=O)c1cccc(NC(=O)Cc2ccc(NC(=O)C3CCCN(C(=O)C4CCC4)C3)cc2)c1)C1CCCCC1 (stereo unspecified) | i | -3% | 5% | -4% | ? | -19% | 2 | -11% | 19%
COc1cccc(NC(=O)NNS(=O)(=O)c2ccc(OC)cc2OC)c1 | i | 1% | -17% | 6% | -9% | -15% | 12 | -15% | 10%
Cc1cc2ccccn2c1C(=O)c1ccc(S(=O)(=O)N(C)C)cc1 | i | 4% | 2% | -3% | -9% | -31%[inhibitor] | -11 | 0% | 9%
CCOc1ccccc1NC(=O)CSCC(=O)Nc1ccccc1 | . | 1% | 2% | -4% | 14% | -2%[57.5 µM] | -8 | 9% | -5%
COc1ccc(S(=O)(=O)N(CCC#N)Cc2ccco2)cc1OC | i | 9% | 21% | 12% | -16% | i | 22 | 5% | 0%
O=C(COc1ncnc2ccccc12)Nc1cc(S(=O)(=O)N2CCOCC2)ccc1Cl | i | 1% | 7% | 0% | 21% | ? | -3 | -4% | -28%
Cc1c(N=C2N=C(NC(=O)c3cccs3)c3ccccc32)c(=O)n(-c2ccccc2)n1C | i | 11% | 46%[activator] | 8% | 23% | -19% | 28 | -5% | 4%
O=C(O)c1sc2cccc(Cl)c2c1Cl | i | -2% | 27% | 2% | -22% | -12% | 15 | -2% | ?
O=S1(=O)C=C(Oc2ccc3ccccc3c2)c2ccccc21 | i | -1% | -7% | 2% | 34% | -31% | 14 | -38%[inhibitor] | -3%
O=C(CCc1nc(-c2ccccc2)no1)NCc1ccco1 | i | -11% | 3% | 1% | 18% | ? | -12 | -3%[9.22 µM] | 4%
CCC(c1nnnn1CCc1ccccc1)N(Cc1ccco1)Cc1cc2c(C)ccc(C)c2[nH]c1=O (stereo unspecified) | i | 1% | 11µM* | 12% | 35% | i | 23 | 2% | -18%
CCN(Cc1cc2cc(C)ccc2[nH]c1=O)C(=O)c1cccc([N+](=O)[O-])c1 | i | 5% | 18% | -4% | 7% | i | 13 | -9% | 0%
COC(=O)Cc1c(C)nc2nc(NCc3ccccc3OC)[nH]n2c1=O | i | 0% | -9% | 1% | 17% | i | -2 | 16% | 2%
CC(=O)c1cnc(SCc2ccc(Cl)cc2)nc1C | i | 22% | 5% | 22% | 18% | -69%[inhibitor] | -22 | 0% | ?
CCCNC(=O)N1CCN(C(c2ccccc2)c2ccccc2)CC1 | i | 1% | ? | -6% | 14% | i | -2 | -3% | 4%
COc1ccc(-c2nc3c4ccccc4ccn3c2Cc2cccc(Cl)c2)cc1OC | i | 2% | ? | 17% | 41% | -17% | 45 | 4% | 14µM*
O=C(NCCCN1CCOCC1)c1sc2ccccc2c1Cl | i | 0% | 20% | -5% | -26% | i | -29 | -11% | -11%
Clc1ccc(Nc2ncn[nH]2)cc1 | . | 2% | 0% | . | 15% | -75%[inhibitor] | 16 | 5% | -9%
COC(CNC(=O)c1ccc2c(=O)n(Cc3ccc(Cl)cc3)c(=S)[nH]c2c1)OC | i | 6% | -1% | 13% | -11% | i | 3 | 3% | 7%

As entered above:
`COC(CNC(=O)c1ccc2c(=O)n(Cc3ccc(Cl)cc3)c(=S)[nH]c2c1)OC` – Abeta rescue: 3%
`O=S1(=O)C=C(Oc2ccc3ccccc3c2)c2ccccc21` – DRD3 antagonist: 14

(cont.)
SMILES | pAkt inh | GLP1R ag | GLP-1R inv ag | aSyn yeast inh | FUS suppressor | PTHR1 ag | DRD3 antagonist | Abeta rescue | TDP-43 yeast inh
O=C(CCl)N=c1sccn1Cc1ccc(Cl)cc1Cl | i | 6% | 10µM* | 3% | 3% | -26% | 3 | -25% | 22%[9.22 µM]
CCCc1nc2ccccc2c(=O)n1NC(=O)c1c(O)c2ccccc2n(C)c1=O | i | 0% | 0%[7.66 µM] | 5% | 4% | -30% | 1 | -29% | ?
O=C(CSc1c2c(nc3cc(Cl)ccc13)CCCC2)NCc1ccccc1Cl | . | . | 6% | . | -15% | i | . | 7% | ?
COc1cccc(COC(=O)c2sc3nc4n(c(=O)c3c2C)CCC4)c1OC | i | 9% | 14% | 3% | 7% | i | 6 | 7% | 21%
C/C(=N/OC(=O)c1c(-c2c(Cl)cccc2Cl)noc1C)c1cnccn1 | i | 13% | -40% | -1% | 17% | -10% | -10 | -10% | 9%
CN1C(=O)NC(c2ccccc2)C2=C1CN(Cc1ccco1)C2=O (stereo unspecified) | i | -2% | 8% | 1% | -3% | -15% | -4 | 4% | 15%
CC1CN=C(NC(=O)c2cccc([N+](=O)[O-])c2)S1 (stereo unspecified) | i | 0% | 20% | 0% | 5% | -28% | -7 | 1% | ?
